Source: PubChem BioAssay
EWS-Fli inh: EWS/Fli-driven NR0B1 reporter inhibitors, primary screen, A673 cells, NR0B1 luciferase, luminescence, MLPCN library | viability-normalised | inhibition, % at 12.6 µM | 350,000 tested, 0.67% active | AID 651661, 2012;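 active = mean inhibition of at least 50% after viability correction, with every replicate also passing that limit; inconclusive = mean reaches 50% but only one of two replicates passes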;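 note: firefly luciferase signal divided by Alamar Blue viability fluorescence both relative to DMSO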
Xi reactivation: activators of inactive X chromosome reactivation, primary screen, imaging, XiGFP fibroblasts, GFP high-content imaging, set 2. XiGFP mouse fibroblasts, % GFP-positive cells imaging, 3 d; cells co-treated with 5-aza-dC sensitizer; scaled so ellipticine positive control = 100%. activation, % at 7.58 µM. 360,000 tested, 0.055% active. AID 743238, 2013;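 active = mean normalized replicate activation at least 10% and every replicate at or above 10%; inconclusive = only one of the two criteria met; inactive = mean below 10% and not all replicates reach 10%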;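 note: 0% = median of on-plate neutral control wells and 100% = ellipticine 6 µM median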
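Assay system: SV40-immortalized XiGFP fibroblast cells, line 68-5-11; buffer or medium: DMEM plus 5-aza-dC sensitizer; compound: one concentration, pinned; timing: compounds 3 days, fix/stain 15 min at room temperature; benchmarks: positive control ellipticine, 6 µM final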
GSIS activator: GLuc luminescence reporter in INS-1E cells, primary screen for activators of glucose-dependent secretion of insulin. 370,000 tested, 0.61% active. activation, % at 16.6 µM. AID 743287, 2014. INS-1E GLuc reporter insulin secretion, 2-3 h;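 active = lowest replicate activation of at least 40%, so every replicate reaches that level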;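 note: 0% = median of neutral control wells and 100% = median of IBMX positive control wells; some compounds called inactive have numbers as strong as hits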
DENV2 CPE: inhibitors of DENV2 cytopathic effect, primary screen, cell-based, plate reader, single concentration; DENV2-infected cells, cytopathic effect rescue; CPE inhibition, % at 9.99 µM; 350,000 tested, 1.7% active; in the data active = CPE inhibition above about 20%, passing the limit was not always enough; inconclusive = no clear call, values can overlap the other calls; tested in BHK-21 cells;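 note: 0% = median of neutral control wells and 100% = median of positive control wells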
F508del corr: F508del CFTR correction, initial screen, CFBE line, single point; CFBE cells, YFP halide quenching; stimulated with forskolin plus potentiator P3; % fluorescence drop versus neutral controls; activity (quench increase), % at 7.58 µM; 350,000 tested, 0.36% active; AID 720511, 2013;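 active = mean added fluorescence quench of at least 8% versus neutral control, with both replicates also reaching 8%; inconclusive = only one of the mean or replicate conditions met; inactive = mean below 8% and not both replicates reaching 8%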;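 note: cells transiently co-express mutant CFTR-F508del with the halide-sensitive YFP; corrector assay measuring rescue of mutant channel to the surface after 24 h compound exposure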
PAX8 reporter: inhibitors of PAX8-driven TPO luciferase reporter, primary screen, RMG-I cells, single concentration; inhibition, % at 12.6 µM; SteadyGlo, 24 h; 360,000 tested, 1.2% active; AID 652154, 2013;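 active = mean replicate inhibition at least 60% with every replicate also reaching 60%; inconclusive = only one of the two criteria is met; inactive = mean below 60% and not all replicates reaching 60%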;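 note: luciferase light reporting Pax8 driven TPO promoter activity; plate controls were median of neutral control wells for no effect and mitoxantrone controls for full effect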
ERp5 inh: inhibitors of ERp5-driven insulin aggregation, primary screen, biochemical, turbidity, absorbance 650 nm, single point; Protein disulfide-isomerase A6 (Homo sapiens), Q15084; 90 min; inhibition, % at 9.99 µM; 350,000 tested, 0.05% active;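 active = mean replicate inhibition above about 25%, with every replicate also reaching it, limit read from the data, passing the limit was not always enough; inconclusive = only one of those two criteria met; inactive = neither criterion met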
Target sequence (Q15084 whole entry, looked up): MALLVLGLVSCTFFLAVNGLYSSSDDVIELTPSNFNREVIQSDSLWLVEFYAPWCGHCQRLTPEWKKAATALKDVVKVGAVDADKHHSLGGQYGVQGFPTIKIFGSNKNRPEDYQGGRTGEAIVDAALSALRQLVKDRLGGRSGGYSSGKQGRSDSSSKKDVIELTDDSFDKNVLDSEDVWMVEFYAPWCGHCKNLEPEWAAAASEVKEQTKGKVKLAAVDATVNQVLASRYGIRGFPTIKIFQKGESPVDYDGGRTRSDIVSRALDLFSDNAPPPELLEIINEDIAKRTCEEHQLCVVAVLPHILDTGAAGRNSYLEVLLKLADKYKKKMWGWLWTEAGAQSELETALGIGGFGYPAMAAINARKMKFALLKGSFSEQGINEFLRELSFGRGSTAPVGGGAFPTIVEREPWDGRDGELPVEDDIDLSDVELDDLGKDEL
ARNT-TACC3 inh: disruptors of ARNT/TACC3 protein interaction, primary screen, biochemical, AlphaScreen, single concentration. AlphaScreen His-ARNT PAS-B/GST-TACC3 binding, luminescence; TACC3 fragment carries E629A point mutation. inhibition, % at 9.99 µM. 390,000 tested, 0.66% active;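 active = mean inhibition of replicates at least 50% and at least half of replicates each reaching 50%; inconclusive = half or more replicates reach 50% but mean below 50%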;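 note: 0% = complete ARNT plus TACC3 wells and 100% = ARNT alone without TACC3; many hits fall short of the cut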
Active calls of the source: *; ? = inconclusive; / = not tested or not shown; & = joins results of further samples.

No. | smiles | EWS-Fli inh | Xi reactivation | GSIS activator | DENV2 CPE | F508del corr | PAX8 reporter | ERp5 inh | ARNT-TACC3 inh
1 | O=C(NC(=S)NCc1nc2ccccc2[nH]1)c1ccccc1F | -48 | 0.0 | 3 | 4 | 1.0 | -65 | 4 | -2
2 | CC(NC(=O)COC(=O)CNS(=O)(=O)/C=C/c1ccccc1)c1ccccc1 (stereo not drawn) | 5 | -0.3 | -69 | -1 | -8.6 | -5 | 0 | /
3 | C=CCn1c(CC(=O)OC)csc1=Nc1ccc(C(C)=O)cc1 | -33 | / | 6 | -5 | -2.2 | / | -2 | 12
4 | CCCCC(=O)NC(c1ccc(Cl)cc1)c1ccc2cccnc2c1O (stereo not drawn) | 37 | 0.6 | -1 | -7 | 1.9 | 73* | 5 | -2
5 | CN(C)C(=O)c1cccc(-c2ccc3c(c2)[C@@H]2[C@@H](CCN2C(=O)c2cccnc2)[C@@H](CO)N3)c1 | 3 | 0.1 | 7 | 8 | 0.4 | -5 | / | 65*
6 | C[C@H](CO)N1C[C@H](C)[C@H](CN(C)C(=O)N[C@H](C)c2ccccc2)OCc2ccccc2-c2c(n(C)c3ccccc23)C1=O | -1 | 0.5&-0.9 | -6&-10 | 6 | 0.0 | -7 | -2 | /
7 | CCOC(=O)C(Cc1ccccc1)C1(C)Oc2ccccc2O1 (stereo not drawn) | -12 | 0.2 | / | 4 | -0.9 | -41 | -11 | /
8 | CCCC#Cc1ccc([C@@H]2[C@H]3CN(C(=O)NCCC)CC(=O)N3[C@H]2CO)cc1 | 0 | 0.0 | -6 | -5 | 2.4 | 6 | 7 | /
9 | CCOC(=O)c1ccc(S(=O)(=O)N2CCN(CCc3ccncc3)CC2)cc1 | 5 | 0.0 | -7 | 2 | -2.0 | 16 | -3 | -6
10 | C[C@H](CO)N1C[C@H](C)[C@@H](CN(C)C(=O)Nc2ccc(C(F)(F)F)cc2)Oc2ccc(NS(=O)(=O)c3ccc(Cl)cc3)cc2C1=O | -4 | -1.0 | -20 | / | 0.3 | -1 | / | /
11 | O=C(Nc1ccc(-c2nc3cccnc3s2)cc1)c1ccc(Br)o1 | -53 | 0.2 | / | -1 | -5.1 | -167 | -3 | /
12 | C[C@H]1CN([C@@H](C)CO)C(=O)c2cc(NC(=O)CCN3CCOCC3)ccc2O[C@@H]1CN(C)C(=O)Nc1ccccc1 | / | -1.0 | 10 | -5 | 0.6 | -21 | 4 | -3
13 | O=C(O)c1c2c(nc3ccc(S(=O)(=O)N4CCC(C(=O)NCc5ccccc5)CC4)cc13)CCCC2 | 1 | 0.3 | -8 | 0 | -0.9 | / | 1 | /
14 | C[C@@H]1CN([C@@H](C)CO)S(=O)(=O)c2ccc(-c3ccccc3)cc2O[C@H]1CN(C)CC1CCCC1 | 28 | -0.9 | -2 | 39* | 3.7 | / | 9 | 35
15 | CCCNC(=O)N1[C@@H](C#N)[C@@H](c2ccc(C#Cc3ccc(F)cc3)cc2)[C@@H]1CO | 11 | 0.2 | -12 | -4 | 1.8 | 27 | 3 | -3
16 | CC(C)NC(=O)Nc1cccc2c1O[C@H](CN(C)S(=O)(=O)c1cccs1)[C@@H](C)CN([C@H](C)CO)C2=O | 7&1 | -0.4&0.6 | 18&-8 | -3 | 2.0&-2.5 | 0 | 1 | 2
17 | c1csc(-c2nnc(N3CCCCCC3)c3ccccc23)c1 | -6 | 0.2 | 14 | 2 | 3.2 | -8 | 4 | 10
18 | O=C(CNC(=O)[C@@H]1Cc2ccccc2CN1)Nc1ccc2c(c1)OCCO2 | -34 | 0.2 | -3 | -6 | 1.0 | -48 | -8 | 4
19 | O=C(CNC(=S)N(CCCN1CCOCC1)Cc1cccs1)N1CCOCC1 | / | 0.4 | -1 | / | / | 0 | / | -2
20 | CCC(C(=O)NCCc1c[nH]c2ccc(C)cc12)c1ccccc1 (stereo not drawn) | 11 | 0.0 | -14 | 5 | -0.9 | 4 | 3 | 0
21 | CCN(C(=O)COC(=O)c1oc2ccc(OC)cc2c1C)C1CCCCC1 | -3 | -0.1 | -11 | 12 | -1.1 | -9 | -4 | -4
22 | COc1cccc(C(=O)n2c(SC)nc3cc4c(cc32)OCCO4)c1 | -37 | / | 14 | 0 | 4.9 | / | 1 | -11
23 | Cc1ccc(C(=O)OCc2nc3ccsc3c(=O)[nH]2)o1 | -2 | 0.4 | 10 | -8 | 0.6 | -7 | -8 | -2
24 | Cc1cccnc1NC(=O)c1ccc(S(=O)(=O)N2CCCCC2)cc1 | -5 | 0.2 | 41* | -11 | 0.5 | 10 | 2 | /
25 | CO[C@@H]1CN(C)C(=O)c2ccc(NC(C)=O)cc2OC[C@H](C)N(C(=O)CN2CCOCC2)C[C@@H]1C | 3 | 0.2 | -4 | / | 0.1 | / | / | /
26 | O=C(C[C@H]1CC[C@H]2[C@@H](COC[C@@H](O)CN2Cc2nccs2)O1)NCc1ccccc1F | 0 | 0.0 | 19 | 5 | -0.7 | 15 | 6 | 3
27 | Cc1noc(C)c1NC(=O)Nc1cccc2c1O[C@@H](CN(C)C(=O)Nc1ccc(F)cc1)[C@H](C)CN([C@H](C)CO)C2=O | -6 | 0.1 | 9 | / | -1.0 | / | / | /
28 | COC(=O)c1c(NC(=O)c2cccc(S(=O)(=O)N3CCN(C)CC3)c2)sc(C)c1C | 5 | -0.1 | -24 | ? | 3.0 | -1 | 6 | 10
29 | COc1cccc(C(C(=O)NC(C)(C)C)N(CCc2ccccc2)C(=O)CCC(=O)Nc2cc(C)on2)c1OC (stereo not drawn) | 0 | 0.1 | -15 | ? | -2.4 | 20 | 2 | 0
30 | C[C@H](CO)N1C[C@H](C)[C@H](CN(C)Cc2ccc(Cl)c(Cl)c2)Oc2ccc(NC(=O)C3CCCCC3)cc2CC1=O | 1 | 0.1 | -8 | 0 | 10* | 8 | -3 | /

(more compounds)
No. | smiles | EWS-Fli inh | Xi reactivation | GSIS activator | DENV2 CPE | F508del corr | PAX8 reporter | ERp5 inh | ARNT-TACC3 inh
31 | C[C@@H]1CN([C@H](C)CO)C(=O)Cc2cc(NS(=O)(=O)c3ccc(F)cc3)ccc2O[C@@H]1CN(C)C(=O)NC1CCCCC1 | 15 | 0.9 | 23 | -2 | -2.4 | -10 | -1 | -14
32 | COC(=O)CC1C(=O)NCCN1C(=S)NC(=O)C(c1ccccc1)c1ccccc1 (stereo not drawn) | -4 | -0.1 | -4 | 17 | / | 33 | -11 | 15
33 | O=C(NCc1nnc2c(C(F)(F)F)cc(Cl)cn12)C1CCCC1 | / | 1.4 | -4 | -1 | 2.5 | 1 | 5 | -33
34 | COc1cccc(C(=O)Nc2ccc(C(=O)NCC(C)C)cc2)c1 | -8 | 0.0 | 5 | 0 | -2.2 | 3 | 2 | /
35 | CC(C)C(NC(=O)c1ccccc1NC(=O)c1ccccc1)C(=O)NNC(=O)c1ccncc1 (stereo not drawn) | / | 0.0 | -15 | ? | -1.6 | -2 | 2 | -9
36 | CCCC#Cc1ccc(CC[C@H]2O[C@H]3CC[C@@H](CO)O[C@H]3C[C@H]2n2cc(C(C)(C)O)nn2)cc1 | -6 | / | / | -7 | 4.5 | -3 | 3 | /
37 | C[C@@H]1CN([C@H](C)CO)C(=O)c2cc(NS(C)(=O)=O)ccc2O[C@@H]1CN(C)Cc1ccc2c(c1)OCO2 | / | 0.0 | -6 | 13 | 1.0 | -4 | 2 | -10
38 | O=C(c1ccc(S(=O)(=O)Nc2ccccc2)cc1)N1CCCC1 | 5 | 0.0 | 0 | -5 | -0.3 | 20 | -5 | 0
39 | COc1ccc(Cl)c2sc(N(CCN(C)C)C(=O)C3=COCCO3)nc12 | -2 | -0.1 | 24 | -12 | -1.5 | 4 | -1 | -13
40 | COc1ccccc1NC(=O)COC(=O)c1c[nH]c(=O)[nH]c1=O | -12 | 0.0 | -7 | -1 | 0.4 | -4 | -4 | 6
41 | COc1ccc(NC(=O)N(C)C[C@H]2Oc3c(NC(=O)Nc4ccc(C(F)(F)F)cc4)cccc3C(=O)N([C@H](C)CO)C[C@H]2C)cc1 | 13 | -0.1 | -16 | / | 0.6 | / | / | /
42 | Cc1cc(C(=O)N/N=C/c2ccc3ccccc3c2)n[nH]1 | / | 0.2 | 16 | -3 | 1.5 | -134 | -14 | 6
43 | CC1(C)CC(=O)C(C=NCCN2CCN(C3CC(=O)N(c4ccc(Br)cc4)C3=O)CC2)=C(O)C1 (stereo not drawn) | 8 | 0.0 | -3 | 10 | 0.0 | 29 | -4 | 1
44 | Cc1cc(S(=O)(=O)N2CCCc3ccccc32)ccc1-n1cnnn1 | 6 | 0.1 | 14 | -3 | 3.5 | -7 | 4 | 2
45 | Cc1cc(-c2ccc(/C=N/n3cnnc3)o2)ccc1Cl | -12 | 0.0 | -4 | 9 | 6.8 | 20 | 3 | 4
46 | Cc1c(Cc2ccccc2)c(=O)oc2cc(OCC(=O)NCc3ccccn3)ccc12 | / | 0.0 | 1 | ? | -0.1 | 14 | 5 | /
47 | Cc1ccc(CN2CCC2(C)C(=O)NC(C)C)cc1 (stereo not drawn) | 5 | -0.1 | -2 | 3 | -3.7 | -18 | 0 | /
48 | CN(C)CCCNC(=O)C[C@@H]1CC[C@H]2[C@@H](COc3ccc(NS(C)(=O)=O)cc3C(=O)N2C)O1 | -17 | 0.1 | 4 | 6 | -3.3 | -43 | -6 | -4
49 | C=CCn1c(=O)c(C(=O)NCc2ccccc2Cl)c(O)c2ccccc21 | 8 | 0.0 | 6 | -3 | -1.6 | 11 | 5 | 1
50 | CS(=O)(=O)c1ccc2nc(NC(=O)Nc3cccc(Cl)c3)sc2c1 | -20 | / | 1 | -5 | 3.2 | / | ? | -3
51 | Cn1c(C2=C(O)CN(Cc3ccccc3)C2=N)[n+](C)c2ccccc21 | 1 | 0.1 | -3 | 0 | 1.5 | 14 | 0 | 15
52 | C[C@@H](C(=O)N(C)C[C@H]1OCc2ccccc2-c2c(n(C)c3ccccc23)C(=O)N([C@@H](C)CO)C[C@@H]1C)c1ccccc1 | 14 | 0.0 | -36 | 4 | 0.7 | 12 | -1 | /
53 | C[C@@H]1CCCCO[C@H](CN(C)C(=O)Cc2ccccc2)[C@H](C)CN([C@H](C)CO)C(=O)c2cc(NC(=O)Nc3ccccc3)ccc2O1 | -3 | 0.0 | -42 | 6 | 2.2 | 1 | 4 | -4
54 | O=C(Nc1cccc(F)c1)N1CC(=O)N2[C@@H](CO)[C@@H](c3ccc(-c4ccccc4)cc3)[C@@H]2C1 | -2 | 0.1 | -4 | 1 | -0.6 | 6 | 2 | /
55 | C/C(=N\NC(=O)c1cccc(S(=O)(=O)N2CCOCC2)c1)c1ccc(OC(F)F)cc1 | -2 | 0.0 | -15 | 9 | 1.2 | -7 | -1 | 7
